IMPase inh – IMPase inhibition in cells. P97697. CHO-M1 cells, IP1 accumulation, HTRF TR-FRET ratio. inhibition (IP1 accumulation), % at 46.1 µM. 120,000 tested, under 10 active. AID 901; active means well fitted curve in the direction sought with a large enough effect in the signal ratio, not every such curve was filed as active; inconclusive means small, poorly fitted or top-dose-only effect, or a change in a side signal; inactive means no such curve, though single readings can be large or run the other way; the % refers to the signal ratio;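 further: cells stimulated with carbachol in lithium chloride buffer; plate controls were DMSO basal wells for no effect and reference inhibitor wells for full effect; higher means more IMPase inhibition seen as more IP1 and lower FRET ratio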
Target sequence (P97697 whole entry, looked up): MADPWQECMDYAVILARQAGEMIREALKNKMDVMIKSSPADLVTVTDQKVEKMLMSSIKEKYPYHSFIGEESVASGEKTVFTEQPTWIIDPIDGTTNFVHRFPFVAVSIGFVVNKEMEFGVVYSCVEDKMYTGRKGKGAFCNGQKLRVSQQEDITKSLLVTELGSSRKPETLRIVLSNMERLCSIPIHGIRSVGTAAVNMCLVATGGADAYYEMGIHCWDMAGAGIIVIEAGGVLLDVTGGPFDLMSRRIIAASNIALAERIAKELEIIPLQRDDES
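Measured: the HTRF emission ratio (665/620 nm) plus the 620 nm donor channel, each fitted to the Hill equation to give AC50. Cells were CHO-M1 given compounds up to 46 uM and a 30 min carbachol stimulation at 37C.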
12-hLO inh – inhibitors of human 12-lipoxygenase (ALOX12). AID 1452. P18054. purified 12-hLO, xylenol orange hydroperoxide absorbance. 150,000 compounds, 0.12% hits. Potency, µM (titrated, usually from 57.1 µM), for the others: at the highest dose activity change, negative = inhibition, actives largely listed as inhibitors; further: potency means the concentration at half of the fitted maximal effect; nearly all actives have a fitted effect of over 55% in size; many of its hits are not listed in these tables
Target sequence (P18054 whole entry, looked up): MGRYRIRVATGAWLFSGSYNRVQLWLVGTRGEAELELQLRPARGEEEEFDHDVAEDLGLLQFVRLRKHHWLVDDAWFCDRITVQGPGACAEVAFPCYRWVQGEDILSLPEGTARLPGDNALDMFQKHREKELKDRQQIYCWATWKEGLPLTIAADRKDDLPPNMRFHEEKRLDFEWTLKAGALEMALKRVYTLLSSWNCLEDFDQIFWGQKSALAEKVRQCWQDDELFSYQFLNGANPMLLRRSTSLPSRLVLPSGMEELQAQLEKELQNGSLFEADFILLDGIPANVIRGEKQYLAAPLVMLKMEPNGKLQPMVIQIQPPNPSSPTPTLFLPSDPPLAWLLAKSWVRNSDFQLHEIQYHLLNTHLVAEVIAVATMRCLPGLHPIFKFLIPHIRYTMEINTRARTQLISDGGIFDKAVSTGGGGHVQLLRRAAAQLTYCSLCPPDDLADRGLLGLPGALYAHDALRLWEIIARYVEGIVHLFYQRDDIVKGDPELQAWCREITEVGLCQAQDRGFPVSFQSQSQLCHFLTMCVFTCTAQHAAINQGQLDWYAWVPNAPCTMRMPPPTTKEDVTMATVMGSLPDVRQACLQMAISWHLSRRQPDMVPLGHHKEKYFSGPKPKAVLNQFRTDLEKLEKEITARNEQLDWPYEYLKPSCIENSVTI
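Purified human 12hLO (150 nM final) was preincubated with compounds for 15 min at room temperature in 25 mM Hepes pH 7.0, 0.01% Triton X-100, then reacted with 40 uM arachidonic acid for 30 min. Hydroperoxide was detected with ferrous iron/xylenol orange.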
PNC assembly inh – perinucleolar compartment assembly inhibition. PC3M PTB-GFP, PNC prevalence imaging, 16 h; stronger effect = lower value. activity change (PNC), negative = inhibition, % at 10 µM. 140,000 compounds, 3.1% hits. AID 2417;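 active means readout at or below -70, meaning at least 70% loss of cells showing the perinucleolar compartment, a nuclear body marking cancer cells; inconclusive means readout between -30 and a set limit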;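 further: plate controls were DMSO wells for no effect and camptothecin positive control wells for full effect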
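PC3M cells stably expressing PTB-GFP, 750–1000 cells/well, treated 16 h at 37 °C with compound (23 nl of library stock), in duplicate. After paraformaldehyde fixation and Hoechst stain, imaged at 20x; PNC prevalence scored by image analysis.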
ALOX15B inhib – inhibitors of human 15-lipoxygenase 2 (ALOX15B); O15296; purified 15hLO-2, xylenol orange hydroperoxide absorbance; Potency, µM (titrated, usually from 57.1 µM), without a hit: at the top dose activity change, negative = inhibition, usual class: inhibitors; 110,000 compounds, 0.56% hits; further: potency means the concentration at half of the fitted maximal effect; nearly all actives have a fitted effect of over 60% in size; many of its hits are not listed in these tables
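Purified human 15hLO-2 (50 nM) preincubated 15 min with compound, then 45 uM arachidonic acid for 90 min at RT in 25 mM Hepes pH 7.5, 0.01% Triton X-100. Hydroperoxide detected by Fe-xylenol orange; 573/405 nm absorbance ratio.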
An asterisk follows results filed as active; ? = inconclusive; nt = no result given; [ ] = dose if it differs, or a comment. Unless noted, the call rests on the fitted dose curve; in most records, active means well fitted curve in the direction sought with a large enough effect; inconclusive means small, poorly fitted or top-dose-only effect, or another doubt; inactive means no such curve, though single readings can be large; an effect the other way counts as inactive or inconclusive. Unless noted, on the % scale 0 is the no-effect control and ±100 the full control effect. Not all compounds are listed; rates above refer to the full screens.

SMILES	IMPase inh	12-hLO inh	PNC assembly inh	ALOX15B inhib
CCC(C)[C@H](NC(=O)NCc1ccc(Cl)cc1)C(=O)OC (stereo partly drawn)	-10	-3%	38	5%
N#C/C(=C\c1ccc(Cl)cc1)c1nc2ccccc2o1	7	-6%	-27	nt
CC(C(=O)Nc1ccc2c(c1)OCO2)N(c1ccc(Cl)cc1)S(C)(=O)=O (stereo not drawn)	11	-8%	-3	-19%
Cn1c(/C=N/NC(=O)c2ccccc2)nc2ccccc21	-2	-1%	54	-5%
CN1C[C@@H]2C(c3ccccc3)C3(c4ccc(C#N)cc4)CC2(C3)[C@H]1c1ccccc1 (stereo partly drawn)	nt	2%	nt	10%
S=c1[nH]nc(-c2ccco2)n1Cc1ccccc1	-1	-24%	20	-27%
COc1ccccc1N1CCN(C(=O)CCc2ccc(S(=O)(=O)NC(C)C)cc2)CC1	1	-5%	11	-1%
N#CC1=C(N)C(C#N)(C#N)[C@H](c2ccncc2)[C@H]2CN(C(=O)OCc3ccccc3)CC=C12	-3	-7%	-100*	nt
COc1cccc(C(C(=O)NC2CCCCC2)N(C(=O)c2ccco2)c2ccc(-n3cnnn3)c(C)c2)c1 (stereo not drawn)	3	-4%	-100*	nt
CC(C)OC(=O)c1ccc(OC(=O)c2cccnc2)cc1	2	4%	31	2%
CCOC(=O)COc1ccc(S(=O)(=O)Nc2ccc(C)cc2)cc1	-10	-4%	-19	-3%
CCCOC(=O)c1cc(-c2ccc(C=O)o2)ccc1Cl	nt	0%	?	nt
COc1cc(C(C)=O)ccc1COc1ccc(C(=O)OCC(N)=O)cc1OC	2	2%	-13	nt
CCc1c(C)nc2cc(-c3cc(OC)cc(OC)c3)nn2c1N1CCCC1	9	-5%	-8	-2%
O=C1NN(c2ccc(F)c(Cl)c2)C(=O)/C1=C\c1cccc(OC(=O)c2cccs2)c1	-1	?	4	?
N#Cc1ccc(-c2cccnc2)nc1SCC(=O)Nc1sc2c(c1C#N)CCC2	11	-1%	32	-10%
CN(C)Cc1ccccc1-c1nccc(N(C)C)n1	nt	-1%	nt	0%
Cc1cccc(NC(=O)C2(c3cccs3)CCOCC2)c1	nt	-5%	-13	nt
Cc1cc(-c2ccccc2)n2nc(C)c(C#N)c2n1	0	0%	24	-20%
COc1cc2nc(SCc3c(C)noc3C)n(CCC3=CCCCC3)c(=O)c2cc1OC	3	-3%	?	3%

5 entries from above, ordered by molecular weight, low to high:
SMILES	IMPase inh	12-hLO inh	PNC assembly inh	ALOX15B inhib
Cc1cc(-c2ccccc2)n2nc(C)c(C#N)c2n1	0	0%	24	-20%
Cn1c(/C=N/NC(=O)c2ccccc2)nc2ccccc21	-2	-1%	54	-5%
CCc1c(C)nc2cc(-c3cc(OC)cc(OC)c3)nn2c1N1CCCC1	9	-5%	-8	-2%
N#Cc1ccc(-c2cccnc2)nc1SCC(=O)Nc1sc2c(c1C#N)CCC2	11	-1%	32	-10%
COc1cccc(C(C(=O)NC2CCCCC2)N(C(=O)c2ccco2)c2ccc(-n3cnnn3)c(C)c2)c1 (stereo not drawn)	3	-4%	-100*	nt

Remaining list, next part:
SMILES	IMPase inh	12-hLO inh	PNC assembly inh	ALOX15B inhib
CCOC(=O)CN1C(=O)c2ccccc2C1=O	-14	4%	?	3%
O=C(O)CN(c1ccccn1)S(=O)(=O)c1ccccc1	-4	4%	7	6%
COc1ccccc1NC(=O)COc1ccccc1C(=O)c1cnn(-c2ccccc2)c1	4	-9%	-29	nt
CC(NCc1ccc2c(c1)OCO2)C(=O)NC1CCCc2ccccc21 (stereo not drawn)	9	-9%	27	9%
CCCC(OC(=O)CC1Sc2ccccc2NC1=O)C(=O)NCc1ccco1 (stereo not drawn)	2	1%	-19	-12%
COc1ccc(NC(=O)N2CCCCC2)cc1	-13	-5%	-24	3%
Cc1cc(C)c(S(=O)(=O)NCCCn2ccnc2)c(C)c1	-6	1%	34	nt
CCCCC(=O)Nc1ccccc1C#N	nt	-2%	?	nt
CCOC(=O)CSc1nc2sc3c(c2c(=O)[nH]1)CC(C)(C)OC3	6	-12%	26	-3%
CC(C)N(C(=O)CSc1nnc(Cn2nnc3ccccc32)n1C)C(C)C	4	2%	-27	-2%
CN(CC(=O)N1CCN(c2ccccn2)CC1)S(=O)(=O)c1cccc2nsnc12	nt	-3%	55	nt
CN(c1ccccc1C(=O)N1CCN(c2ccccc2)CC1)S(C)(=O)=O	-6	-1%	20	nt
Cc1ccc(S(=O)(=O)N2CCOCC2)c(C)c1NS(C)(=O)=O	nt	-2%	33	nt
O=C(O)CC1(CC(=O)O)Nc2ccccc2SC1=O	nt	1%[11.4 µM]	nt	-3%[11.4 µM]
Cc1cc(=O)n2[nH]c(=O)c(N=Nc3ccccc3)c2[nH]1	22	-6%	?	nt
CCOC(=O)Cn1c(=O)oc2cc(S(=O)(=O)N(CCN(C)C)Cc3ccccc3)ccc21	8	2%	-4	12%
c1ccc(COc2ccc(OCCN3CCCC3)cc2)cc1	nt	23%	-26	nt
COC(=O)/C(=C/c1ccc(F)cc1)NC(C)=O	-9	-2%	-9	nt
COC1=NS(=O)(=O)c2ccccc21	nt	-3%	?	nt
[O-]/[N+](=C\c1ccncc1)c1ccc(Br)cc1	nt	-4%	?	nt
CN=c1nc(-c2ccccc2)n(-c2ccccc2)s1	14	?	nt	1µM*
N#Cc1c(NC(=O)c2ccc(Cn3cc(Br)cn3)o2)sc2c1CCCCC2	7	0%	-8	-11%
COc1cc(Nc2cc(C)nc3ncnn23)cc(OC)c1OC	-3	-1%	?	-2%
O=C(CN1CCCCC1)Nc1ccc(S(=O)(=O)N2CCCCCC2)cc1	6	5%	10	7%
Nn1c(SCC(=O)Nc2ccc3c(c2)OCCO3)nnc1C(F)(F)F	8	-7%	-9	4%
COc1ccc(NC2=CC(c3ccc(OC)c(OC)c3)N(c3ccc(OC)cc3)C2=O)cc1 (stereo not drawn)	nt	-2%	6	nt
COc1ccc(/C=C/C(=O)Nc2nc(N)n(-c3ccccc3)n2)cc1	nt	4%	-26	nt
CC(=O)Oc1c(Cl)cc(Cl)cc1/C=C/c1ccc2ccccc2n1	-10	-17%	-19	18%
Cc1c(NC(=O)c2ccc(Cl)c(S(=O)(=O)N3CCOCC3)c2)c(=O)n(-c2ccccc2)n1C	0	-8%	-14	-3%
CCOC(=O)CNS(=O)(=O)c1c(C)noc1C	1	6%	?	2%
COc1ccc(C2C=C(c3cccs3)Nc3nc(CCCO)nn32)cc1 (stereo not drawn)	?	-1%	15	-19%
Cc1ccc(-n2ncc3c(SCc4ccccc4)ncnc32)cc1	-11	-3%	57	nt
O=C(Nc1ncn[nH]1)c1ccc([N+](=O)[O-])cc1[N+](=O)[O-]	-1	-3%	50	nt
COc1cc(OC)c(OC)cc1/C=N/NC(=S)NCC1CCCO1 (stereo not drawn)	3	-1%	11	-13%
CCn1c(SCC(=O)Nc2cc(NC(C)=O)ccc2OC)nnc1-c1cccnc1	9	12%	46	-2%
NC(CSS(=O)(=O)O)=N[C@@H]1C[C@H]2CC[C@@H]1C2	nt	0%[11.4 µM]	nt	-6%[11.4 µM]
CNc1nc(-c2ccccc2)nc(-c2ccccc2)c1C#N	?	-2%	23	?
COc1cc(CC(=O)OCC(=O)Nc2cccc([N+](=O)[O-])c2)cc(OC)c1OC	13	0%	?	nt
Cc1c(C(=O)OC2CCCC2)[nH]c2c1C(=O)CC(c1ccco1)C2 (stereo not drawn)	?	-6%	-108*	-8%
O=C(Nc1ccc(N2CCCC2)cc1)C(Cl)c1ccccc1 (stereo not drawn)	-3	-10%	-7	13µM*
Cc1ccc(C(=O)Cn2c(C)cc(C)c(C#N)c2=O)cc1	4	-7%	13	-5%
CN(C)S(=O)(=O)c1ccc(C(=O)OCn2nnc3ccccc3c2=O)cc1	5	2%	-5	0%
CN(C)Cc1ccccc1-c1nc(N(C)Cc2ccco2)c2ccccc2n1	nt	-4%	nt	23%
Cn1c(CO)cnc1S(=O)(=O)Cc1ccc([N+](=O)[O-])cc1	0[1.84 µM]	2%	-12	9%[11.4 µM]
C=CCNC(=O)COc1ccc(S(=O)(=O)NC2CCCCC2)cc1	3	1%	?	-3%
CCCCOC(=O)c1ccc(NC(=S)NC(=O)c2c(Br)c(C)nn2C)cc1	nt	1%	-19	nt
CSc1ccccc1NC(=O)C1CC(c2ccccc2O)=NO1 (stereo not drawn)	42[activator]	-14%	11	-15%
O=C(NCCN1CCCCC1)c1ccco1	?	-5%	?	nt
COc1ccccc1-n1cnnc1SCC(=O)NCc1cccs1	12	2%	-6	5%
COc1cc(C2C(N3C(=O)c4ccccc4C3=O)C(=O)N2c2cccc(C)c2)cc(OC)c1OC (stereo not drawn)	nt	3%	74	nt
Carrying on:
SMILES	IMPase inh	12-hLO inh	PNC assembly inh	ALOX15B inhib
COc1ccc(S(=O)(=O)N(C(=O)c2ccco2)c2cc3sc(=O)oc3c3ccccc23)cc1	nt	?	?	nt
COc1cccc(/C(O)=C2/C(=O)C(=O)N(Cc3ccco3)C2c2ccncc2)c1 (stereo not drawn)	-3	-3%	-5	6%
CCCc1sc(N2CCCC(C(N)=O)C2)nc1-c1ccccc1 (stereo not drawn)	nt	1%	41	nt
COc1ccc(NC(=O)CN2CCN(S(=O)(=O)c3ccc(F)cc3)CC2)cc1Cl	2	3%	-123*	0%
O=C(Nc1nc2ccccc2[nH]1)c1ccc(F)cc1	-1	2%	-1	63%[activator]
CCN(CC)c1ccc(Nc2nc(N3CCOCC3)c3ccccc3n2)cc1	19	-4%	36	9%
CCCS(=O)(=O)N1CCn2c(nc3ccccc32)C1	-2	0%	17	2%
CCCCOc1ccc(C(=O)Nc2ccc(N3CCN(C(C)=O)CC3)cc2)cc1	3	1%	?	-1%
CCC(CC)c1nnc(NC(=O)c2cc([N+](=O)[O-])ccc2N2CCCCC2)s1	nt	1%	28	nt
N#Cc1ccc(-c2ccccc2)nc1SCC(=O)c1cc2ccccc2oc1=O	-6	-2%	?	?

A different layout for part of the listing above:
molecule | IMPase inh | 12-hLO inh | PNC assembly inh | ALOX15B inhib
CCCS(=O)(=O)N1CCn2c(nc3ccccc32)C1 | -2 | 0% | 17 | 2%
CCCCOc1ccc(C(=O)Nc2ccc(N3CCN(C(C)=O)CC3)cc2)cc1 | 3 | 1% | ? | -1%

Continued:
SMILES	IMPase inh	12-hLO inh	PNC assembly inh	ALOX15B inhib
COc1ccc(Br)cc1CN(C)CC(=O)Nc1cc(Cl)cc(Cl)c1	nt	-2%	6	nt
CC1=NN(C(=O)c2ccc(Br)cc2)C(O)(C(F)(F)OC(F)(F)F)C1 (stereo not drawn)	-1	-21%	5	-1%
COc1ccc(-c2nc(C#N)c(N3CCN(c4cccc(Cl)c4)CC3)o2)cc1OC	8	0%	32	-5%
CC1(C)N=C(c2ccc(Cl)cc2Cl)C(=O)N1	?	2%	-16	0%
CCCCCn1c(=O)[nH]c2cc(C(=O)NCCc3ccc(OC)c(OC)c3)ccc2c1=O	-1	3%	5	1%
CN(C)CCOc1ncnc2c1oc1ccccc12	10	7%	-112*	3%
COC(=O)c1sc(N)c(C(=O)OC)c1COC(=O)CCNS(=O)(=O)c1ccc(C)cc1	nt	-7%	17	nt
Cc1ccc(NC(=O)CN2C(=O)N/C(=C/c3cccn3-c3ccc(C(=O)O)cc3)C2=O)cc1	12	-3%	34	nt
Cc1nc2c(oc3ccccc32)c(=O)o1	-3	-18%	?	-19%
CC(=O)NC(c1ccco1)c1ccc2cccnc2c1O (stereo not drawn)	7	?	19	33%[activator]
CCOC(=O)N1CCC(N(CCOC)C(=O)Nc2ccc(CC)cc2)CC1	?	-8%	-2	-1%
COC1OC(COC(=O)CNC(=O)OC(C)(C)C)C(O)C(O)C1O (stereo not drawn)	nt	0%	19	nt
Cc1ccc(-n2c(C)nc3c(cnn3-c3ccc(F)cc3)c2=O)cc1	-1	9%	69	nt
CC(C)CNC(=O)c1ccc(Cl)c(Cl)c1	0	-9%	13	-7%
Cn1c(=O)c2[nH]c(CCS)nc2n(C)c1=O	nt	-1%[11.4 µM]	nt	8%[11.4 µM]
